ERp5 block: blocks human ERp5 reductase activity on insulin. Q15084. ERp5 insulin aggregation, absorbance 650 nm, 90 min. inhibition, % at 9.99 µM. 350,000 tested, 0.05% active;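 active = mean replicate inhibition above about 25%, with every replicate also reaching it, limit read from the data, passing the limit was not always enough; inconclusive = only one of those two criteria met; inactive = neither criterion met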
Target sequence (Q15084 whole entry, looked up): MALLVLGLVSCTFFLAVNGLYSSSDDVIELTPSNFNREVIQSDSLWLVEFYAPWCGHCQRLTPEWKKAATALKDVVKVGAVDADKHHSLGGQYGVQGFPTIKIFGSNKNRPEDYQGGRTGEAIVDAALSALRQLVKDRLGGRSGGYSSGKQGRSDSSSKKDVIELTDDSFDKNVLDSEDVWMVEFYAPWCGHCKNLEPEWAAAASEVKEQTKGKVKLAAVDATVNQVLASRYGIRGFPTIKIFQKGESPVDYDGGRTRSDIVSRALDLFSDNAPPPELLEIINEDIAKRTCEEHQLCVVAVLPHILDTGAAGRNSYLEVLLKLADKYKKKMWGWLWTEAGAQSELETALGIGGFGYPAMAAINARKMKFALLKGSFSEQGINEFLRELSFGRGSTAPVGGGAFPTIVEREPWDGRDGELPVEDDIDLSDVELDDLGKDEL
DENV2 CPE: inhibitors of DENV2 cytopathic effect. AID 651640. DENV2-infected cells, cytopathic effect rescue, plate reader. CPE inhibition, % at 9.99 µM. 350,000 tested, 1.7% active; in the data active = CPE inhibition above about 20%, passing the limit was not always enough; inconclusive = no clear call, values can overlap the other calls; tested in BHK-21 cells;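 note: 0% = median of neutral control wells and 100% = median of positive control wells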
ERAP1 HTS inh: blocks human ERAP1 aminopeptidase activity; 340,000 tested, 0.15% active; inhibition, % at 10.7 µM; recombinant ERAP1, Leu-AMC fluorescence, 60 min; AID 652197;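 active = mean replicate inhibition of at least 30%, or all replicates individually reaching that 30% level; inactive = mean below 30% and not every replicate reaching it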;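 note: 0% = neutral control wells and 100% = L-leucinethiol positive control wells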
SIRT5 inh: inhibitors of human sirtuin-5 desuccinylase. Q9NXA8. Purified SirT5, succinyl-peptide AMC, trypsin-coupled fluorescence. inhibition, % at 15 µM. 330,000 tested, 1.1% active. AID 652115; in the data active = inhibition above about 15%; inconclusive = no clear call, values can overlap the other calls
Target sequence (Q9NXA8 whole entry, looked up): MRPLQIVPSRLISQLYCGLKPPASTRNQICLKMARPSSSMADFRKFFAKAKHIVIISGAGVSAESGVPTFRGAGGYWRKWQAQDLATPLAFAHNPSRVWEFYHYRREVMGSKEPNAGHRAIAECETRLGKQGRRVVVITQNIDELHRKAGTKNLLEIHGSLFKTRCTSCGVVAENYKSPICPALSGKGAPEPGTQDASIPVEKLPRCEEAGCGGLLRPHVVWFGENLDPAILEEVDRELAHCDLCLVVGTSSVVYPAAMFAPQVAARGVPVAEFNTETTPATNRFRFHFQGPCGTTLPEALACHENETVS
F508del corr: correctors of CFTR F508del function in bronchial epithelial cells. CFBE cells, YFP halide quenching; stimulated with forskolin plus potentiator P3; % fluorescence drop versus neutral controls. activity (quench increase), % at 7.58 µM. 350,000 tested, 0.36% active. AID 720511;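 active = mean added fluorescence quench of at least 8% versus neutral control, with both replicates also reaching 8%; inconclusive = only one of the mean or replicate conditions met; inactive = mean below 8% and not both replicates reaching 8%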;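 note: cells transiently co-express mutant CFTR-F508del with the halide-sensitive YFP; corrector assay measuring rescue of mutant channel to the surface after 24 h compound exposure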
Casp6 inh: caspase-6 (human) enzyme inhibition. P55212. purified caspase-6, Z-VEID-R110 cleavage fluorescence. inhibition, % at 12.5 µM. 350,000 tested, 0.53% active. AID 686996;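 active = mean inhibition across replicates at least about 35%, with every replicate also reaching that limit, limit read from the data; inconclusive = only one of the two criteria met; inactive = neither criterion met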;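 note: 0% = median of neutral control wells and 100% = no fluorescence left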
Target sequence (P55212 24-179 limits assumed): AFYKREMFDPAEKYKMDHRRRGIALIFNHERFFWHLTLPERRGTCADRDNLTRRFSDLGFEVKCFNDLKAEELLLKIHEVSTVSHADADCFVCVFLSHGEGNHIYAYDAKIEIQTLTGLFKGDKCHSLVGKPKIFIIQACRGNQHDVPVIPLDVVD
Target sequence (P55212 194-293 limits assumed): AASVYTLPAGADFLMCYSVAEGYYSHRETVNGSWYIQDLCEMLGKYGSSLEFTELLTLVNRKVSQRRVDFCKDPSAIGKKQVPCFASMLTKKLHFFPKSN
miR-122 sensor: miR-122 inhibition in Huh7 cells; Huh7 miR-122 Renilla luciferase sensor, 48 h; neutral wells = 0, positive control = 100; activation (reporter increase), % at 12.5 µM; 340,000 tested, 0.3% active; AID 602342;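 active = mean replicate activation score at least 90 and every replicate individually at or above 90; inconclusive = only one of the two criteria met; inactive = neither criterion met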;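 note: higher luciferase means less miR-122 activity so hits act as miR-122 inhibitors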
* = called active by the depositor; ? = inconclusive; / = not tested or not shown; & = joins results of further samples; [ ] = dose if it differs, or a comment. Rows are unselected; 4% or so of the library scored in one or more.

Compound,ERp5 block,DENV2 CPE,ERAP1 HTS inh,SIRT5 inh,F508del corr,Casp6 inh,miR-122 sensor
COc1ccc(-c2cc(C)no2)cc1S(=O)(=O)N(C)c1ccc(C)c(C)c1,8,8,-6,-1,0.6,5,15
CO[C@@H]1CN(C)C(=O)c2cc(NC(C)=O)ccc2OC[C@@H](C)N(C(=O)Cc2ccccn2)C[C@@H]1C,3,15,2,1,-0.7,-4,/
O=C(c1ccc(O)c(Cl)c1)N1CCN(S(=O)(=O)c2ccccc2)CC1,2,-4,1,0,1.1,3,-5
CCCNC(=O)C[C@H]1CC[C@H]2[C@@H](COC[C@H](O)CN2C(=O)CC)O1,-4,1,-2,1,-0.5,1,-5[16.7 µM]
O=C(O)c1ccc(Cl)c(NC(=S)NC(=O)c2cccc(COc3ccccc3)c2)c1,4,4,1,-1,3.5,-2,-5
COc1ccc(OC)c(CN2C(=O)c3ccccc3C2c2nnnn2C(C)C)c1 (stereo not drawn),-6,-1,/,0,1.6,1,/
O=C(O)c1ccc(-n2cccc2/C=C2/NC(=O)N(c3cccc(Cl)c3)C2=O)cc1,0,5,-1,14,-2.8,81*,/
Cc1noc(NS(=O)(=O)c2ccc(NC(=O)CSc3nc4c(cc3C#N)CCCC4)cc2)c1C,-1,-3,/,/,-0.4,5,-2
CCN(CC(=O)NCc1cccs1)C(=O)c1cccc(S(=O)(=O)N2CCc3ccccc32)c1,1,/,-1,-1,0.3,/,17
CCOC(=O)CN1N=C(/C=C/c2ccc(OCC)cc2)CCC1=O,1,-3,3,-6,/,-3,/

Ordered by molar mass (lowest first): five of the compounds above.
Compound,ERp5 block,DENV2 CPE,ERAP1 HTS inh,SIRT5 inh,F508del corr,Casp6 inh,miR-122 sensor
CCCNC(=O)C[C@H]1CC[C@H]2[C@@H](COC[C@H](O)CN2C(=O)CC)O1,-4,1,-2,1,-0.5,1,-5[16.7 µM]
O=C(O)c1ccc(-n2cccc2/C=C2/NC(=O)N(c3cccc(Cl)c3)C2=O)cc1,0,5,-1,14,-2.8,81*,/
O=C(O)c1ccc(Cl)c(NC(=S)NC(=O)c2cccc(COc3ccccc3)c2)c1,4,4,1,-1,3.5,-2,-5
CO[C@@H]1CN(C)C(=O)c2cc(NC(C)=O)ccc2OC[C@@H](C)N(C(=O)Cc2ccccn2)C[C@@H]1C,3,15,2,1,-0.7,-4,/
Cc1noc(NS(=O)(=O)c2ccc(NC(=O)CSc3nc4c(cc3C#N)CCCC4)cc2)c1C,-1,-3,/,/,-0.4,5,-2

(next part)
Compound,ERp5 block,DENV2 CPE,ERAP1 HTS inh,SIRT5 inh,F508del corr,Casp6 inh,miR-122 sensor
C[C@H](CO)N1C[C@H](C)[C@H](CN(C)C(=O)Cc2ccccc2)Oc2cc(-c3ccccc3)ccc2S1(=O)=O,0,-11,4,13,/,0,6[16.7 µM]
CCCN(CCC)C(=O)Cn1c(=O)n(CCCC(=O)NCc2ccco2)c(=O)c2sccc21,-3,1,-3,4,0.0,2,-4
O=C(CN1C(=O)c2cccc([N+](=O)[O-])c2C1=O)N1CCc2ccccc2C1,5,1,0,-2,-0.1,3,-6
CC=Cc1ccc2n(c1=O)C[C@@H]1[C@@H](CO)[C@H](C(=O)NCC(F)(F)F)N(CC3CC3)[C@H]21 (mixture of isomers),12,0,-1,1,-0.6,-1,6[16.7 µM]
CN(C)C(=O)c1ccc(-c2ccc([C@@H]3[C@H](CO)N4CCCCN(Cc5ccncc5)C[C@@H]34)cc2)cc1,6,8,3,-2,3.0,1,-1[16.7 µM]
C[C@H]1CN([C@@H](C)CO)C(=O)Cc2cc(NS(C)(=O)=O)ccc2O[C@@H]1CN(C)S(=O)(=O)c1ccc(F)cc1,-12,-14,3,/,-1.7,0,-5[16.7 µM]
O=C(NC(Cc1ccccc1)C(=O)O)/C(=C/c1ccc([N+](=O)[O-])cc1)NC(=O)c1ccccc1 (stereo not drawn),-7,8,0,1,2.4,-4,-2
Nc1[nH]c(C(=O)c2ccccc2)c(-c2cccc3ccccc23)c1C(=O)NCc1ccc(F)c(F)c1,7,-2,-1,/,-3.6,-4,/
C[C@@H]1CN([C@H](C)CO)S(=O)(=O)c2ccc(-c3cccnc3)cc2O[C@@H]1CN(C)CC1CC1,22,-5,0,-3,-0.9,1,3[16.7 µM]
C[C@@H]1CCCCO[C@@H](CN(C)C(=O)Nc2ccc(F)cc2)[C@H](C)CN([C@H](C)CO)C(=O)c2cc(NS(C)(=O)=O)ccc2O1,7,3,0,-2,-1.8,1,2[16.7 µM]

Compound profiles, as listed above. Order of screens: ERp5 block, DENV2 CPE, ERAP1 HTS inh, SIRT5 inh, F508del corr, Casp6 inh, miR-122 sensor
COc1ccc(-c2cc(C)no2)cc1S(=O)(=O)N(C)c1ccc(C)c(C)c1 as listed: 8, 8, -6, -1, 0.6, 5, 15
O=C(NC(Cc1ccccc1)C(=O)O)/C(=C/c1ccc([N+](=O)[O-])cc1)NC(=O)c1ccccc1 (stereo not drawn) as listed: -7, 8, 0, 1, 2.4, -4, -2

Further structures.
Compound,ERp5 block,DENV2 CPE,ERAP1 HTS inh,SIRT5 inh,F508del corr,Casp6 inh,miR-122 sensor
COCc1cc(C)nc(Nc2ccccc2OC)c1C#N,0,-2,3,0,-9.0,-2,1
COc1cccc(-c2ccc3n(c2=O)C[C@H]2[C@H](CO)[C@@H](C(=O)NCC4CC4)[C@@H]3N2S(C)(=O)=O)c1,1,-1,-5,-41,/,-1,/
COc1ccccc1/C=C/C1(C(=O)NC2CCCC2)CC(=O)N1c1ccccc1 (stereo not drawn),5,-6,-2,2,-6.6,-2,-7
O=S(=O)(c1ccc(NCCCO)nc1)N1CCOCC1,5,-9,-6,-2,2.0,-2,/
CCN(CC(=O)Nc1ccccc1OC)C(=O)/C=C/c1cccs1,13,?,0,4,2.3,0,2
CC/C(C)=N\NC(=O)CNC(=O)c1ccc(Cl)cc1Cl,1,-4,6,-1,0.9,5,1
CC(C)CC#Cc1cnc2c(c1)C(=O)N([C@@H](C)CO)C[C@H](C)[C@@H](CN(C)C(=O)CC1CC1)O2,-2,-2,-2,-2,-0.8,5,2[16.7 µM]
C[C@H]1CN([C@@H](C)CO)S(=O)(=O)c2ccc(-c3ccncc3)cc2O[C@H]1CN(C)Cc1cncnc1,-3,11,-1,-1,-0.3,2,4[16.7 µM]
COc1ccc(N2CCN(C(=O)CNC(=O)c3ccc4ccccc4c3)CC2)cc1,5,1,1,-2,-2.3,-2,/
COC(=O)NNC(=O)c1ccccc1OC,2,3,0,/,2.8,-3,/

Continuation:
Compound,ERp5 block,DENV2 CPE,ERAP1 HTS inh,SIRT5 inh,F508del corr,Casp6 inh,miR-122 sensor
COc1ccc(OCc2nnc(SCC(=O)N3CCCC3)o2)cc1,2,-5,-1,/,2.8,-6,/
CCC(=O)N1CCCC(C(=O)NS(=O)(=O)c2cc(C)c(Cl)cc2C)CC1 (stereo not drawn),1,-14,10,1,2.8,-2,3
CC1CCCCC12NC(=O)N(CC(=O)Nc1ccc(Cl)c(S(=O)(=O)N3CCOCC3)c1)C2=O (stereo not drawn),-4,?,-1,0,1.0,4,14
CCOC(=O)Cc1c(C)nc(SC)[nH]c1=O,1,2,0,0,-1.0,2,/
COc1nnc(-c2ccc(C)c(S(=O)(=O)N(C)C)c2)c2ccccc12,2,-1,3,-1,1.3,-1,1
O=C(C1=C[C@@H](C2CCCCC2)C[C@@H](OCc2ccc(CO)cc2)O1)N1CCOCC1,-4&2,2&0,-2&6,0&-5,1.5&-3.0,2&0,7
COCCNc1nnc(SCC(=O)NNC(=O)c2ccc([N+](=O)[O-])cc2)s1,-1,14,0,-2,-3.4,-5,/
CCOc1cc2c(cc1O)CCC1C2CCC2(C)C(O)CCC12 (stereo not drawn),-4,-3,4,-2,3.2,-2,/
COc1ccc(CN(C)C[C@H]2Oc3ccc(NS(=O)(=O)c4cccs4)cc3CC(=O)N([C@@H](C)CO)C[C@H]2C)cc1,4,13,-3,7,0.1,-1,-3[16.7 µM]
O=C(Nc1ccccc1Oc1ccsc1C(=O)O)c1ccccc1F,-2,2,-3,-3,0.6,-7,/

Some values from above.
ERAP1 HTS inh, CCCN(CCC)C(=O)Cn1c(=O)n(CCCC(=O)NCc2ccco2)c(=O)c2sccc21 is entered as -3
miR-122 sensor, CCN(CC(=O)Nc1ccccc1OC)C(=O)/C=C/c1cccs1 is entered as 2
DENV2 CPE, CCOc1cc2c(cc1O)CCC1C2CCC2(C)C(O)CCC12 (stereo not drawn) is entered as -3
miR-122 sensor, COc1ccc(CN(C)C[C@H]2Oc3ccc(NS(=O)(=O)c4cccs4)cc3CC(=O)N([C@@H](C)CO)C[C@H]2C)cc1 is entered as -3[16.7 µM]
F508del corr, O=C(CN1C(=O)c2cccc([N+](=O)[O-])c2C1=O)N1CCc2ccccc2C1 is entered as -0.1
Casp6 inh, C[C@H]1CN([C@@H](C)CO)C(=O)Cc2cc(NS(C)(=O)=O)ccc2O[C@@H]1CN(C)S(=O)(=O)c1ccc(F)cc1 is entered as 0

Additional results
Compound,ERp5 block,DENV2 CPE,ERAP1 HTS inh,SIRT5 inh,F508del corr,Casp6 inh,miR-122 sensor
COCCNC(=O)C1CCCN(C(=O)c2cc(C)n(C(C)(C)C)n2)CC1 (stereo not drawn),-2,-2,-3,/,-4.4,-2,-4
COc1ccc(S(=O)(=O)N(C)C[C@@H]2Oc3ccc(NC(=O)Nc4ccc5c(c4)OCO5)cc3CC(=O)N([C@@H](C)CO)C[C@H]2C)cc1,12,31*,-1,8,0.0,1,-7[16.7 µM]
CCN(CC)S(=O)(=O)c1ccc2c(c1)c(=O)c(C(=O)NCCc1ccc(OC)c(OC)c1)cn2C,3,-2,0,-3,5.0,1,-1
CC(=O)c1cccc(S(=O)(=O)N2CCC(C(=O)Nc3cccc(C(=O)NC4CC4)c3)CC2)c1,8,2,1,3,-0.3,0,/
Cc1ccc(S(=O)(=O)Nc2ccc3c(c2)C(=O)N([C@@H](C)CO)C[C@@H](C)[C@H](CN(C)S(=O)(=O)c2ccc(C)cc2)O3)cc1,-2,?,2,6,0.1,-1,0[16.7 µM]
Cc1cc(C)c(S(=O)(=O)N2CCN(C(=O)C(C)Cn3cncn3)CC2)c(C)c1 (stereo not drawn),0,-4,-6,-3,-0.7,-3,-3
C[C@@H]1CN([C@H](C)CO)C(=O)c2cc(NC(=O)NC3CCCCC3)ccc2O[C@@H]1CN(C)Cc1ccc2c(c1)OCO2,3,-3,-1,-3,-2.8,1,-1[16.7 µM]
CCOC(=O)Nc1ccc2nc3n(c(=O)c2c1)CCCCC3,0,1,3,-4,1.7,-1,/
CC(c1nccs1)N(C)c1nc2nonc2nc1N(C)C (stereo not drawn),-3,-7,2,2,-0.5,0,-2
Cc1nnc(SCC(=O)N2N=C(c3ccc(Cl)cc3)CC2c2ccco2)[nH]c1=O (stereo not drawn),-3,3,1,-1,0.7,6,/
CCN(C[C@H]1N[C@@](C)(C(=O)OC)[C@H]2C(=O)N(Cc3ccccc3)C(=O)[C@@H]12)C(=O)Nc1ccccc1,2,8,-1,-6,-1.7,2,/
Cc1cc(C(=O)Nc2ccc3c(c2)C(=O)N(C)[C@H]2CC[C@H](CC(=O)N[C@@H](C)c4ccccc4)O[C@H]2CO3)no1,-2,-7,-6,-1,1.7,0,-50[16.7 µM]

Assay outcomes deposited in PubChem by Broad Institute.
